Screening results as filed in PubChem BioAssay.
Hep lipid drop: hepatic lipid droplet formation modulation; inhibition, % at 6.5 µM; AML12 mouse hepatocytes, oleate lipid droplets, BODIPY imaging; 0.4% of 240,000 active; AID 1656;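 active = lipid droplet intensity inhibited by at least 50%, with more than 500 cells counted; inconclusive = wells with under 300 cells, treated as cytotoxic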
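Assay system: AML12 hepatocytes (mouse); Probe or stimulus: oleic acid at 100 µM to induce lipid droplet formation; Dosing: compound at 6.5 µM only; Schedule: compound with oleate, overnight; Detection: fluorescence imaging, 20x objective, two fields per well; Measure: % inhibition of lipid droplet signal.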
Myeloid diff 2: promotes myeloid progenitor differentiation. ER-HoxA9 myeloid progenitors, lysozyme-GFP differentiation, flow cytometry. calls only at 10 µM. 1% of 360,000 active. AID 624256;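 active = normalized GFP-positive differentiation at or above the plate's own cutoff, the solvent-only control mean plus 3 SD; inconclusive = no clear call, values can overlap the other calls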;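 also: cells exposed to compound for four days before flow analysis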
UTI89 phage lysis: protection from phage-mediated lysis, alamar blue read-out – E. coli UTI89, K1F phage, bacterial capsule biogenesis inhibitors (AID 488966). E. coli UTI89 K1F phage lysis, alamar blue, 2 h; higher % means a stronger effect. inhibition, % at 100 µM; hits with a dose series show IC50 in µM. 0.02% of 340,000 active;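 active = phage lysis inhibition, versus mean bacterial control, above a set limit; inconclusive = no clear call, values can overlap the other calls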;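 also: capsule biogenesis inhibitors block K1F phage lysis so surviving cells raise fluorescence; higher fluorescence means more inhibition of phage lysis; actives were called in the ten point dose series up to 300 µM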
Hep lipid drop cells 6.5 µM: recorded beside Hep lipid drop, whose call it bears; cell count; measured here: cell count, cytotoxicity flag;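 cells counted across two imaged fields per well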
Myeloid diff 2 GFP+ MAC1+ %: recorded beside Myeloid diff 2, whose call it bears; GFP+ MAC1+ double positive, %; measured here: differentiation confirmed by MAC1 staining
* = called active by the depositor; i = inactive; ? = inconclusive; . = not tested or not shown; [ ] = another dose, or the depositor's remark.

SMILES	Hep lipid drop	Hep lipid drop cells 6.5 µM	Myeloid diff 2	Myeloid diff 2 GFP+ MAC1+ %	UTI89 phage lysis
CCC(=O)Nc1nnc(S(=O)(=O)N2CCCC2)s1	-12	708	i	3.8	0.2%
COc1ccc(C2C(C(C)=O)=C(O)C(=O)N2c2ccc(Br)cc2)cc1 (stereo unspecified)	15	852	i	0.4	0.0%
Nn1c(SCC(=O)Nc2ccccc2Br)nnc1-c1ccco1	4	801	i	2.1	0.2%
CCOC(=O)[C@@H]1[C@H]2COc3ccccc3[C@H]2N2C(=O)N(c3ccc(OC)cc3)C(=O)[C@]12C	-2	769	i	1.5	3.2%
CCOC(=O)N1CCC(Nc2c([N+](=O)[O-])cc(C(=O)O)cc2[N+](=O)[O-])CC1	29	710	i	0.5	0.0%
CCCC(C)C(=O)Nc1ccc(S(=O)(=O)N2CCCC2)cc1 (stereo unspecified)	-2	788	i	0.7	-1.2%
COc1ccc(CCNC(=O)CCn2c(=O)c3cccn3c3ccc(F)cc32)c(OC)c1OC	-23	645	i	0.0	0.3%
COc1ccc(N2CCN(C(=O)c3[nH]c4ccc(OC)cc4c3C)CC2)cc1	14	822	i	0.8	2.9%[50 µM]
Cc1cc(C)c2c(CN3CCC(C)CC3)cc(=O)oc2c1C	-40	824	i	0.6	0.1%
O=C(Nc1cccc(F)c1)NC1CCCc2ccccc21 (stereo unspecified)	-10	816	i	1.0	0.1%
COC(=O)c1cc(S(=O)(=O)NCC(C)c2ccccc2)cn1C (stereo unspecified)	-1	739	i	0.0	0.6%
CCc1ccc(C(O)(C(C)C)C(CN2CCOCC2)c2ccccc2)cc1 (stereo unspecified)	-1	844	i	0.4	-1.4%[50 µM]
COCCN(C(=O)CSc1nnc(-c2ccccc2F)n1N)c1c(N)n(Cc2ccccc2)c(=O)[nH]c1=O	-4	698	i	1.3	0.2%[50 µM]
CCOC(=O)c1c(NC(=O)c2c(C(=O)O)cccc2[N+](=O)[O-])sc2c1CCCC2	-4	816	i	0.3	1.1%[50 µM]
CC(=O)Nc1ccc(NC(=O)COc2ccc(S(=O)(=O)N3CCCC3)cc2)cc1	11	811	i	1.1	0.2%
COc1ccc(CNc2ncc(-c3ccccc3)n2C)c2ccccc12	1	766	i	0.2	0.4%
COc1ccc(NC(=O)CN2CCC(C(=O)c3ccc(C)cc3)CC2)c(OC)c1	-8	819	i	0.5	0.2%
COc1ccccc1CNC(=O)Cn1cc(Br)ccc1=O	-2	847	i	0.2	0.0%
Cc1ccc(C(=O)C[n+]2ccccc2)cc1	6	829	i	0.4	2.3%[50 µM]
Cc1ccc(C)c(Cn2nnc3c(=O)[nH]c(C4CCN(S(=O)(=O)c5ccc(S(=O)(=O)N(C)C)cc5)CC4)nc32)c1	8	505	i	1.3	-0.3%
COCCCNC(=O)c1cn(-c2cccc(OC)c2)c(=O)c2ccccc12	1	856	i	0.3	0.1%
CC(NC(=O)c1ccccc1F)c1nnc(SCC(=O)NC2CCCCC2)n1C (stereo unspecified)	-12	841	i	3.6	0.3%
CCN(c1cccc(C)c1)S(=O)(=O)c1ccc(-c2cc(C)no2)s1	12	690	?	.	0.1%
COc1ccccc1NC(=O)c1sc2nc(N3CCOCC3)c3c(c2c1N)CCCC3	4	674	i	1.3	-0.5%[50 µM]
CC(=O)c1ccc(N=C2NC(=O)C(CO)(CO)S2)cc1	8	837	i	0.8	-0.6%[50 µM]

A second format for some results above:
Order of values: Hep lipid drop | Hep lipid drop cells 6.5 µM | Myeloid diff 2 | Myeloid diff 2 GFP+ MAC1+ % | UTI89 phage lysis
> COCCCNC(=O)c1cn(-c2cccc(OC)c2)c(=O)c2ccccc12
 : 1 | 856 | i | 0.3 | 0.1%
> CC(NC(=O)c1ccccc1F)c1nnc(SCC(=O)NC2CCCCC2)n1C (stereo unspecified)
 : -12 | 841 | i | 3.6 | 0.3%

A few values from the list:
Under Hep lipid drop cells 6.5 µM, CCC(=O)Nc1nnc(S(=O)(=O)N2CCCC2)s1 has 708
Under UTI89 phage lysis, CC(=O)c1ccc(N=C2NC(=O)C(CO)(CO)S2)cc1 has -0.6%[50 µM]
Under Hep lipid drop, Nn1c(SCC(=O)Nc2ccccc2Br)nnc1-c1ccco1 has 4
Under Myeloid diff 2 GFP+ MAC1+ %, Cc1ccc(C(=O)C[n+]2ccccc2)cc1 has 0.4

(more compounds)
SMILES	Hep lipid drop	Hep lipid drop cells 6.5 µM	Myeloid diff 2	Myeloid diff 2 GFP+ MAC1+ %	UTI89 phage lysis
Brc1ccc(C2=CC(c3ccco3)n3nnnc3N2)cc1 (stereo unspecified)	10	734	i	0.5	4.8%
c1ccc2c(c1)Cc1cc3ccccc3nc1-2	18	839	i	0.5	0.2%
Cn1cc(CN2CCC(C(=O)Nc3cccc(-c4cccc(F)c4)c3)CC2)cn1	5	683	i	0.5	3.6%[50 µM]
NNc1ccc(S(=O)(=O)N2CCCCC2)cn1	18	690	i	0.3	0.9%
Cc1ccc(NC(=O)CCS(=O)(=O)c2ccc(Br)s2)cc1	-6	827	i	0.7	0.2%
O=C(NC(=S)NNC(=O)c1ccccc1O)c1cccs1	-1	794	i	0.3	4.3%
C/C(=N\NC(=O)c1cccc(Br)c1)c1cccnc1	8	845	i	0.6	0.2%
O=C(C(Cl)c1ccccc1)N1CCOCC1 (stereo unspecified)	-4	804	i	0.6	0.2%
O=C1C(c2ccccc2)NC(=S)N1C1CCCCC1 (stereo unspecified)	12	827	i	0.5	-0.1%
CCOc1ccc(NC(=O)CSc2ncc(-c3ccc(F)cc3)n2Cc2ccco2)cc1	-7	688	i	0.3	0.2%
Cc1ccc2cc(CN(CCCO)S(=O)(=O)c3ccccc3F)c(=O)[nH]c2c1C	8	627	?	.	-0.1%
COc1ccc(OCCC(=O)OCC(=O)NC(=O)NC2CCCCC2)cc1	0	871	i	0.8	-0.3%
O=C(c1ccc(CS(=O)c2cccc(Cl)c2)o1)N1CCN(c2ccccn2)CC1 (stereo unspecified)	-4	746	i	5.9	0.3%
Cc1ccc(C)c(S(=O)(=O)N2CCCOC2CNC(=O)C(=O)NC2CCCC2)c1 (stereo unspecified)	-16	640	i	0.2	-0.1%
COc1ccc(CCNC(=O)CSCc2ccc(Br)cc2)cc1OC	27	762	i	0.4	0.1%
COc1ccc(NC(=O)c2cc(-c3cc(OC)c(OC)c(OC)c3)nc3ccccc23)cc1OC	-11	744	i	2.0	0.1%
COc1cccc(NC(=S)N2C3CCCC2CC(NC(=O)C2CC2)C3)c1 (stereo unspecified)	6	775	i	0.4	0.2%
NC(=O)c1ccc(-n2nnnc2SCC(=O)Nc2ccc(F)cc2)cc1	0	832	i	1.6	0.1%
O=C(CSc1nnc(CNC(=O)c2ccc(F)cc2)o1)c1ccccc1	-3	836	i	1.8	0.7%
COCCSc1nnc(NC(=O)C2CC(=O)N(CCc3ccc(F)cc3)C2)s1 (stereo unspecified)	0	730	i	0.4	0.0%
CCSc1nnc(CCNS(=O)(=O)c2ccc(C(C)=O)cc2)n1C	-17	712	i	0.8	0.1%
O=C(NCCCc1ccccc1)c1ccc(CS(=O)Cc2ccc(Cl)cc2)o1 (stereo unspecified)	-46	694	i	1.0	-0.3%
COc1ccc(CN(CC(=O)NCCc2ccccc2)C(=O)CCC(=O)Nc2cc(C)ccn2)cc1	2	839	i	0.3	-0.1%
COc1cc(/C=C2/C(=O)N(c3cccc(Br)c3)N=C2C)cc(OC)c1O	5	838	i	0.3	0.8%
CCc1ccc(NC(=O)CSc2nc(N)c(NC(=O)c3ccc(F)c(F)c3)c(=O)[nH]2)cc1	-6	784	i	0.9	0.2%

Profiles, quoted from the list. Order of screens: Hep lipid drop | Hep lipid drop cells 6.5 µM | Myeloid diff 2 | Myeloid diff 2 GFP+ MAC1+ % | UTI89 phage lysis
Entry for `COc1cc(/C=C2/C(=O)N(c3cccc(Br)c3)N=C2C)cc(OC)c1O` = 5 | 838 | i | 0.3 | 0.8%
Entry for `NNc1ccc(S(=O)(=O)N2CCCCC2)cn1` = 18 | 690 | i | 0.3 | 0.9%

Other structures follow:
SMILES	Hep lipid drop	Hep lipid drop cells 6.5 µM	Myeloid diff 2	Myeloid diff 2 GFP+ MAC1+ %	UTI89 phage lysis
CCc1ccc(NC(=O)CCCn2nc(CC)n3c(cc4occc43)c2=O)cc1	36	721	i	0.0	0.3%
O=C(NCc1ccc(Cl)cc1)C1CCN(S(=O)(=O)c2cccnc2)CC1	10	769	i	0.3	0.3%
Cc1ccc(O)c(-c2[nH]ncc2C(=O)c2ccc(Br)cc2)c1	-16	841	i	0.7	0.1%
CCOc1ccc(C2C(C#N)=C(N)N(N(C)C)C3=C2C(=O)CC(C)(C)C3)cc1 (stereo unspecified)	-18	800	i	0.8	0.1%
COc1ccc2oc(C(=O)NC3CCCCC3)c(C)c2c1	8	851	i	0.8	1.3%[50 µM]
Oc1c(Cl)cc(Cl)cc1C=Nc1ccc(N2CCOCC2)cc1	-7	835	i	0.7	-0.3%
CCN(CC)S(=O)(=O)c1ccc(N2CCOCC2)c(NC(=O)CCOc2ccccc2)c1	-18	613	i	0.2	-0.2%
Cc1cc(NC(=O)COC(=O)C(C)Oc2ccc(Cl)cc2Cl)no1 (stereo unspecified)	10	703	i	0.5	-0.4%
CN1CCN(c2ccccc2NC(=O)c2ccc(N3CCOCC3)c([N+](=O)[O-])c2)CC1	8	823	i	0.5	-0.1%
Cc1cccc(C)c1NC(=O)CN(C)C(=O)c1cccc(S(=O)(=O)N2CCN(c3ccccc3)CC2)c1	8	878	i	4.2	-0.1%
Cc1ccc(NC(=O)c2cc(S(=O)(=O)N3CCCCC3)c[nH]2)cc1C	0	734	i	2.2	-0.7%
CN(C)c1ccc(/C=C(/NC(=O)c2ccccc2Cl)C(=O)NCCN2CCOCC2)cc1	5	787	i	1.6	0.1%
COc1cccc2c1Oc1ncccc1N(C(=O)CCC(=O)NCc1cccc(C)c1)C2	-2	735	i	1.1	0.9%
Cc1nnsc1C(=O)N1CCCC(N2CCN(c3ccc(F)cc3)CC2)C1 (stereo unspecified)	-2	793	i	0.7	-0.1%
Nn1c(SCC(=O)Nc2ccc(S(N)(=O)=O)cc2)nnc1-c1ccco1	5	879	i	0.6	0.2%[50 µM]
Nc1ccccc1SCC(=O)Nc1ccc2c(c1)OCCO2	-1	828	i	0.2	-0.2%
NC(=O)c1c(NC(=O)c2cccc(N3C(=O)CCC3=O)c2)sc2c1CCCCC2	9	782	i	1.2	0.0%
O=C(O)c1ccccc1NCc1cccs1	11	801	i	0.5	0.2%
O=C(CCC(=O)Nc1ccccc1)NNS(=O)(=O)c1ccc(Cl)cc1	-13	675	i	0.8	0.7%
O=C(Nc1ccc(SC(F)F)cc1)C1CC(=O)N(Cc2ccccc2)C1 (stereo unspecified)	0	816	i	0.4	-0.2%
CCCCOc1ccc(C(=O)Nc2ccc(OCC(=O)N3CCOCC3)cc2)cc1	37	821	i	2.3	-0.1%
Cc1cc(C(=O)NCc2ccccc2Cl)c2ccccc2n1	-20	783	i	0.7	-0.4%
Brc1cc(Br)c2nc3c(cc2c1)CCC3	6	835	i	0.1	0.0%
Cn1cc(CCC(=O)NCc2ccc(Cl)cc2)c2ccccc21	-12	799	i	0.5	-0.3%
C=CCN(C(=O)CCC(=O)Nc1cc(C)on1)C(C(=O)NC1CCCC1)c1ccc(OC)cc1OC (stereo unspecified)	-24	817	i	0.4	0.2%
SMILES	Hep lipid drop	Hep lipid drop cells 6.5 µM	Myeloid diff 2	Myeloid diff 2 GFP+ MAC1+ %	UTI89 phage lysis
Cc1c(C)n(CCc2ccccc2)c2ncnc(NCCCO)c12	-4	746	i	0.4	-0.1%
Cc1ccc(NC(=S)N2CCN(S(=O)(=O)c3ccccc3)CC2)cc1	-7	648	i	1.2	0.3%[50 µM]
NC(=O)c1ccc(NC(=O)CSc2nnc(C3CCCCC3)n2N)cc1	15	743	i	0.5	0.2%
COc1cc2c(cc1OC)C(C)N(S(=O)(=O)c1ccc(Cl)nc1)CC2 (stereo unspecified)	-22	668	i	0.5	-0.1%
COc1ccccc1C(=O)Nc1ccc(Br)c2cccnc12	-7	852	i	0.1	-0.1%
Cc1ncc([N+](=O)[O-])n1CC(=O)Nc1ccc(F)c(F)c1	5	839	i	0.2	0.0%
CN(Cc1nccn1C)C(=O)c1ccc(OC2CCN(CCc3ccccc3)CC2)cc1	-30	717	i	0.6	1.9%[50 µM]
Cc1ccc(-n2nc3c(=O)n(CC(=O)NCCc4ccccc4C)nc(C)c3c2C)cc1	5	665	?	.	0.8%
Cc1ccc(OCC(=O)Nc2ccncc2)cc1	-12	744	i	0.5	-1.4%
Cc1ccccc1COc1ccc(/C=N/NC(=O)c2nnn(-c3nonc3N)c2CN2CCC(C)CC2)cc1	-12	656	i	1.1	-0.1%
CC(=O)Nc1cccc(NC(=O)C2CCN(C(=O)c3ccco3)CC2)c1	-7	739	i	0.4	0.2%
Cc1ccccc1NC(=O)CN1C(=O)CSc2ccccc21	-1	692	i	0.2	0.2%
Cc1ccc(C)c(S(=O)(=O)N2CCN(C(=O)Nc3ccccc3)CC2)c1	-20	577	i	0.3	0.4%[50 µM]

These rows are one share of the data (hit frequency here may not be typical).
